ABCB6 inh MLPCN: ABCB6 transporter inhibitors, primary screen, K562-ABCB6 cells, flow cytometry, MLPCN library. ATP-binding cassette sub-family B member 6 (Homo sapiens), Q9NP58. K562-ABCB6 porphyrin accumulation, 1 h; stronger effect = lower value. fluorescence ratio to DMSO, % at 10 µM. actives 0.19% (n = 360,000);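 active means fluorescence ratio to DMSO below 75%, the collection mean minus 3 SD; inconclusive means too few cells collected in the well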;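 further: signal is porphyrin accumulated inside mitochondria; 100% equals median channel fluorescence of DMSO control wells; lower ratio means ABCB6 inhibition with less porphyrin fluorescence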
H9c2 protect: cardioprotection against H2O2-induced cell death, primary screen, uHTS, H9c2 cells, ATPLite luminescence; H9c2 cardiomyocytes, H2O2 injury protection, 2 h; protection from H2O2 cell death, % at 20 µM; actives 0.63% (n = 360,000); AID 588492, 2011;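 active means compounds giving at least 50% protection of heart cells from peroxide-induced death in the single-dose screen, raw or plate-pattern-corrected value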;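 further: 0% = DMSO wells with peroxide and 100% = DMSO wells without peroxide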
Glyco luc inh: increase of ERlucT glycosylation luciferase signal, primary screen, N-linked glycosylation inhibitor project, D54 ERlucT cells, luminescence, set 2; actives 0.23% (n = 360,000); D54 ERlucT glycosylation luciferase reporter, 24 h; percent of 100 nM tunicamycin response; reporter increase, % at 12.5 µM;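 active means mean luciferase reporter signal, scaled so untreated is 0 and the glycosylation-blocking control 100, at or above a set limit in every replicate; inconclusive means mean reaches the limit but not every replicate does; inactive means mean below the limit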;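 further: luciferase carries N-glycosylation sites so blocking glycosylation raises the light; 0% = median of neutral control wells and 100% = median of 100 nM tunicamycin wells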
ABHD5 PLIN5 PPI: ABHD5-PLIN5 interaction inhibitors, primary screen, cell lysate, split luciferase complementation, luminescence | Split G. princeps luciferase complementation, 4 h | inhibition, % at 4 µM | actives 0.78% (n = 360,000);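 active means inhibition above the mean inhibition across every tested compound plus 3 SD, cut at about 22% in these data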;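 further: 0% = DMSO only wells and the 100% control is not disclosed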
Target sequence (Q00G26 whole entry, looked up): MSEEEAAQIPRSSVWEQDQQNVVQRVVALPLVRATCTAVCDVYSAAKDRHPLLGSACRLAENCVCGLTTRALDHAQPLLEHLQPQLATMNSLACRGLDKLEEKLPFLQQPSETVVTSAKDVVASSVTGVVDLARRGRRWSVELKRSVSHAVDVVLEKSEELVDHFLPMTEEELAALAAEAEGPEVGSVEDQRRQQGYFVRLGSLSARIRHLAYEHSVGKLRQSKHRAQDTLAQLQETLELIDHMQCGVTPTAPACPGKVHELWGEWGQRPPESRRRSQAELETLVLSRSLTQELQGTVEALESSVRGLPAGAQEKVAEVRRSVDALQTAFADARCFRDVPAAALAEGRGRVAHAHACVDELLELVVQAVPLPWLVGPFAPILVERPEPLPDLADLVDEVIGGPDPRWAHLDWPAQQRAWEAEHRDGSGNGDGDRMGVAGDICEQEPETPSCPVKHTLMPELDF
Target sequence (Q8WTS1 whole entry, looked up): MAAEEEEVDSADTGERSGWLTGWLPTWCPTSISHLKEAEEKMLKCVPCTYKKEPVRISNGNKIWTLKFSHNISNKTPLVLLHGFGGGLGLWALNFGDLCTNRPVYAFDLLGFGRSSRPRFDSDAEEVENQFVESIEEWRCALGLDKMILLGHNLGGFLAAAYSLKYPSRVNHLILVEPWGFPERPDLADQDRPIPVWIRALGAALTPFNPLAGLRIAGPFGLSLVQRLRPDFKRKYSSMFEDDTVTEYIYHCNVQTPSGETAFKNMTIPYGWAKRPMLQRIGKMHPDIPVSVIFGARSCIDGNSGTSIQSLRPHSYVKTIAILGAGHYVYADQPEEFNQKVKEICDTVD
MC4R antagonist: MC4R antagonists of cAMP signaling, primary screen, cell-based, TR-FRET, antagonist arm of biased-ligand search | actives 0.48% (n = 360,000) | Melanocortin receptor 4 (Homo sapiens), P32245 | MC4R-expressing cells, MTII-stimulated cAMP, LANCE TR-FRET | inhibition, % at 6.5 µM;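 active means inhibition above its plate's cutoff, the mean of tested wells on that plate plus 3 SD, cut at about 29% in these data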;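 further: 0% = Melanotan II alone and 100% = Melanotan II plus saturating MCL0020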
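Test system: U2OS cells stably expressing human melanocortin 4 receptor (MC4R); also added: Melanotan II challenge; compound: 6.5 µM single dose; timing: 30-min compound preincubation, 1-h Melanotan II challenge, 1-h detection, room temperature; signal: Eu-cAMP/anti-cAMP TR-FRET, emission 671 nm; repeats: one well per compound, no replicates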
MC4R barr agon: MC4R agonists recruiting beta-arrestin, primary screen, cell-based, luminescence, agonist arm of biased-ligand search | Melanocortin receptor 4 (Homo sapiens), P32245 | actives 0.98% (n = 360,000) | AID 540308, 2011 | activation, % at 8.9 µM | U2OS MC4R beta-arrestin complementation; percent of melanotan II response, DMSO zero;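 active means activation above a per-plate cutoff, the mean activation of sample wells on that plate plus 3 SD, cut at about 8% in these data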
Granule exo inh: LAMP-1 surface exposure blockers, TALL-104 cells – cell-based, flow cytometry, MLPCN library, primary screen; TALL-104 LAMP-1 surface exposure; cells stimulated with thapsigargin and PMA; inhibition, % at 10 µM; actives 0.66% (n = 360,000);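 active means inhibition above about 55%, limit read from the data; inconclusive means no clear call, values can overlap the other calls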
m5-HT2A agonist: mouse Htr2a agonists via beta-arrestin recruitment, primary screen, cell-based, luminescence; activation, % at 7.6 µM; actives 0.66% (n = 360,000); 5-hydroxytryptamine receptor 2A (Mus musculus), P35363; CHO-K1 mHTR2A beta-arrestin complementation; percent of 30 µM serotonin response; AID 624169, 2012;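 active means activation above a run cutoff, the mean activation of all tested compounds plus 3 SD, cut at about 14% in these data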;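 further: 0% = plate median of compound wells and 100% = 30 µM serotonin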
iPSC survival up: enhancers of single-cell hiPSC survival, primary screen, ATPlite luminescence | actives 0.044% (n = 360,000) | survival enhancement, % at 20 µM | 100% = ROCK inhibitor wells, 0% = DMSO; in the data active means survival enhancement above about 18%;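 further: cells exposed to compounds for 16 hours before the ATP read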
aDG glyco act: activators of alpha-DG glycosylation, primary screen, uHTS, Pro5-aDG cells, AlphaScreen; alpha-DG glycosylation AlphaScreen (IIH6); 0% Pro5, 100% B10-LARGE cell signal; activation, % at 10 µM; actives 0.22% (n = 360,000);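 active means activation of at least 8% versus controls, or a plate z-score of at least 8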;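 further: Pro5 are CHO cells carrying HIG-tagged alpha-DG that lacks glycosylation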
The depositor's hits bear a star; ? = inconclusive.

SMILES	ABCB6 inh MLPCN	H9c2 protect	Glyco luc inh	ABHD5 PLIN5 PPI	MC4R antagonist	MC4R barr agon	Granule exo inh	m5-HT2A agonist	iPSC survival up	aDG glyco act
Cc1cc(C(=O)CSc2nc(N)cc(=O)[nH]2)c(C)n1-c1ccc(OC(F)F)cc1	91	-17	-2	1	-2	-2.1	1	3	-0.8	0.8
O=C(NC1=NCCS1)c1cc(-c2cccnc2)nc2ccccc12	93	10	-3	-6	-2	-0.1	0	-2	-0.4	-0.1
CN1CCC(NC(=O)Cc2c(F)cccc2Cl)CC1	96	12	-3	10	-2	0.5	-11	4	1.9	0.4
CC(C)(C)c1ccc2oc(=O)cc(-c3cccc(-c4ccc(C(F)(F)F)cc4)c3)c2c1	101	-13	-7	7	-3	0.8	-1	1	1.3	0.0
COC(=O)c1ccc(SCC(=O)NC2CCCC2)c([N+](=O)[O-])c1	98	4	-1	0	9	-0.7	3	1	0.3	0.2
O=C(Nc1ccnn1C1CCN(C(=O)c2cc(Cl)ccc2F)CC1)C1CCOC1 (stereo not drawn)	101	7	2	-9	3	-2.0	0	-5	0.6	-0.5
N#CCc1cccnc1Sc1ccc(Cl)cc1	100	-6	-1	5	16	-0.9	-3	-4	-0.4	0.2
COc1ccc(-n2ncc3c(N4CCC(C(N)=O)CC4)ncnc32)cc1	95	-1	-3	-3	0	-0.7	3	4	0.3	0.0
O=S(=O)(Cc1cc(Sc2ccccc2)nc(-c2ccccc2)n1)c1ccccc1	97	-8	0	-8	2	-0.3	-1	-3	-0.8	0.1
COc1ccc(NC(=O)NCc2ccc3c(c2)OCO3)c(OC)c1	95	-1	1	3	1	-1.5	2	-4	-0.3	0.2
COc1ccccc1CNS(=O)(=O)c1cc(C(=O)N(C)Cc2cccnc2)c(Cl)cc1Cl	98	1	-1	2	-2	-1.0	-4	0	-1.6	0.1
O=C(N/C(=C\c1cccc([N+](=O)[O-])c1)C(=O)N1CCOCC1)c1ccco1	96	0	1	-9	15	1.7	1	2	-0.3	0.0
O=C(N/N=C/c1cn(-c2cccs2)nc1-c1ccccc1)c1ccccc1Br	97	0	-1	-10	3	-2.2	7	2	-2.3	0.5
CN(C)CCN1C(=O)C(O)=C(C(=O)c2cc3ccccc3o2)C1c1ccc(N(C)C)cc1 (stereo not drawn)	106	-3	1	0	15	-0.2	2	-1	1.3	0.0
CCOC(=O)C1=C(N)Oc2c(oc(CO)cc2=O)C1c1c(F)cccc1Cl (stereo not drawn)	97	0	2	-3	2	-0.4	2	-5	-2.1	-0.2
CC(=O)Nc1ccc(NC(=O)C2CCN(S(C)(=O)=O)CC2)cc1	94	8	4	6	15	0.5	11	4	3.8	-0.3
C=CCn1c(C(C)NC(=O)c2ccc(C)cc2)n[nH]c1=S (stereo not drawn)	102	9	1	-5	1	0.2	-1	0	-0.5	0.0
S=c1[nH]nc(COc2ccccc2)n1/N=C/c1ccccc1Br	95	-6	3	7	9	-1.7	-1	0	0.4	-0.1
CCOc1ccc(C(=O)NCC(=O)N2CCC(C)CC2)cc1OCC	95	8	2	-4	-2	-1.5	-2	-2	-0.1	0.0
CC(C)[C@H]1COCCS(=O)(=O)N1Cc1cccc(Cl)c1	93	3	1	6	-4	0.0	12	-7	-1.9	-0.2
CNC(=O)c1ccsc1NC(=O)c1ccc(S(=O)(=O)N2CCOCC2)cc1	103	17	-1	4	2	-2.3	1	6	2.1	-0.2
O=C(CN1CCN(c2ncc(C(F)(F)F)cc2Cl)CC1)NCCNc1ncc(C(F)(F)F)cc1Cl	93	-31	2	-3	-5	0.5	12	0	-2.2	0.0
Cc1ccc(-c2csc3nc4ccc(C(=O)NCCO)cc4c(=O)n23)cc1	100	13	1	1	13	0.4	0	2	-2.2	-0.2
O=C(COC(=O)c1ccccn1)NCc1ccccc1Cl	95	8	1	1	2	-0.6	-1	0	0.3	-0.1
COc1ccc(NS(=O)(=O)c2cc(NC(=O)c3ccncc3)ccc2N2CCOCC2)cc1	99	-6	-2	-4	0	-0.1	-3	-1	5.7	-0.1
CN(C)S(=O)(=O)c1ccc(C(=O)N2CCCC2c2nc3ccccc3s2)cc1 (stereo not drawn)	116	-5	1	-5	8	0.8	-4	9	0.3	-0.1
COc1cccc(CNC(=O)c2ccc3c(c2)N(C)CCS3)c1OC	98	0	1	-4	12	-0.2	-3	-1	-0.4	-0.1
CCn1nc(C)cc1C(=O)N1CCCC(C(=O)c2ccccc2SC)C1 (stereo not drawn)	86	-4	0	5	2	-3.0	0	-3	-0.5	0.4
O=C(COC(=O)c1ccccc1Cl)NCc1ccco1	97	-2	2	4	2	-0.4	2	-4	-0.4	-0.2
COc1cc(/C=C(\C#N)C(=O)Nc2cccnc2)ccc1OC(C)C	96	8	0	-2	15	-2.5	-2	1	-0.6	-0.1
Cc1cc(NC(=O)CN2CCCC(C)C2)no1 (stereo not drawn)	103	5	0	1	16	-1.4	-5	-1	-0.9	-0.1
COc1ccc(N2CSC3=C(C#N)C(c4cc(OC)ccc4OC)CC(=O)N3C2)c(OC)c1 (stereo not drawn)	74*	0	10	-14	-1	0.5	5	-1	0.0	0.2
CCSC1=NC(C)(C)C=C(/C=C/c2ccc(Cl)cc2Cl)N1	112	-18	2	26*	-3	0.2	37	4	-2.0	1.5
O=C(Nc1nnc(C2CC2)s1)c1cc(S(=O)(=O)N2CCN(c3ccccc3)CC2)ccc1Cl	92	-1	-1	2	-16	-1.3	1	2	0.0	0.1
O=C(Nc1ccc2c(c1)OCO2)C(c1ccc(Cl)cc1)N1CCN(C(=O)c2ccco2)CC1 (stereo not drawn)	102	11	-2	1	14	0.4	1	-1	0.0	0.0
CCOc1ccc(CNC(=O)c2cccc(NC(=O)C3=C(C)OCCS3)c2)cc1	98	1	-1	1	4	-1.7	-2	-7	-0.4	-0.3
O=C(NC1=NCCS1)C1CCN(S(=O)(=O)c2cc([N+](=O)[O-])ccc2Cl)CC1	93	1	4	-1	-9	-2.0	-2	-6	2.6	0.5
O=S(=O)(c1ccccc1)N(CC(O)CN1CCCCC1)c1ccccc1 (stereo not drawn)	143	2	-1	2	-1	0.4	-2	1	-2.6	-0.3
CCC(C)(C(=O)NC1CCCCC1)N(C(=O)c1cnccn1)c1c(C)n(C)n(-c2ccccc2)c1=O (stereo not drawn)	97	5	1	-6	4	-1.3	0	3	-1.2	-0.4
CC(C)NC(=O)CSc1ccccc1C(=O)N1CCN(S(=O)(=O)/C=C/c2ccccc2)CC1	96	-4	2	3	2	-0.6	-3	-3	5.2	1.4
O=C(Cc1cccs1)N(CC1CCCO1)C1(C(=O)NC2CCCCC2)CCCCC1 (stereo not drawn)	96	1	-4	5	-1	-2.4	0	3	-0.6	0.6
CCCCSC1=C(C#N)C(c2ccccc2C)CC(=O)N1 (stereo not drawn)	97	-14	1	-8	9	1.5	-4	-5	3.1	-0.2
CC(C)CCC(O)(CCC(C)C)C(=O)NNc1ccccc1	99	6	1	-3	12	0.5	4	4	-0.8	0.0
C/C(=N\NC(=S)NCc1ccccc1)c1cccc(Br)c1	93	-12	1	1	5	1.1	7	-4	-0.8	1.1
O=C(C1=C[C@H](c2ccc(C(F)(F)F)cc2)C[C@H](OCc2ccc(CO)cc2)O1)N1CCN(Cc2ccccc2)CC1	97	1	-3	2	12	1.6	0	-9	-3.5	-0.1
CC(C)[C@H]1COCCS(=O)(=O)N1Cc1ccccc1-c1cccc(Cl)c1	95	-6	-7	-3	4	2.6	-6	6	-3.3	0.1
COc1cc(NC(=O)CCC(=O)Nc2ccc3nc(N4CCOCC4)cc(C)c3c2)cc(OC)c1OC	97	17	1	3	5	2.4	25	-8	0.1	-0.1
O=C(NCc1ccc(Cl)cc1)C1CCCN(c2ncnc3c2nc2n3CCCCC2)C1 (stereo not drawn)	102	-2	1	-10	7	0.2	2	2	0.7	-0.1
O=C(Nc1nnc(S(=O)(=O)N2CCOCC2)s1)c1ccccc1Br	100	4	1	-4	13	-1.6	-3	0	-1.1	0.2
COc1ccc(NC(C)C(=O)N/N=C/c2c(O)ccc3ccccc23)cc1 (stereo not drawn)	97	46	-5	3	2	-0.2	7	12	-0.5	0.5
N#Cc1ccccc1NC(=O)COC(=O)CCc1ccc(S(=O)(=O)N2CCCCC2)cc1	104	9	1	-3	10	-1.3	-1	0	-0.7	-0.3
COc1ccc(Cl)c2sc(N3CCN(C(=O)c4ccco4)CC3)nc12	96	29	1	8	23	-2.9	-7	3	0.0	0.0
Cc1ccccc1Nc1nc(N)nc(CN2CCN(Cc3ccc4c(c3)OCO4)CC2)n1	93	6	1	-3	4	-2.1	-2	-6	-0.5	0.1
Cc1cccnc1NS(=O)(=O)c1cccc([N+](=O)[O-])c1	94	5	1	-2	15	-3.1	-2	-2	0.8	-0.1
COc1ccccc1N1CCN(C(=O)c2oc3ccccc3c2C)CC1	93	-2	?	2	-5	0.0	0	-1	0.1	0.1
CC[C@H](C)/C=C(C)/C=C/c1cc2c(cn1)C(=O)[C@@](C)(OC(C)=O)C(O)=C2Cl	97	-4	3	4	5	-0.2	-4	1	-2.5	0.0
CCOc1ccc2ccccc2c1CNCCCN1CCOCC1	100	2	-1	6	9	-0.8	-5	-2	-0.8	0.0
CCCN(CCC)CCCNC(=O)c1nn(-c2cccc(OC)c2)c(=O)c2ccccc12	100	5	0	4	17	-2.8	0	-2	1.4	0.2
Cc1ccsc1/C=N/n1c(-c2cc(-c3ccccc3)n[nH]2)n[nH]c1=S	92	1	11	-10	12	12*	22	1	0.3	-0.1

An excerpt of these results, with values under each structure:
Second line of a record – ABCB6 inh MLPCN, H9c2 protect, Glyco luc inh, ABHD5 PLIN5 PPI, MC4R antagonist, MC4R barr agon, Granule exo inh, m5-HT2A agonist, iPSC survival up, aDG glyco act
COc1cc(/C=C(\C#N)C(=O)Nc2cccnc2)ccc1OC(C)C
 : 96, 8, 0, -2, 15, -2.5, -2, 1, -0.6, -0.1
O=C(NC1=NCCS1)c1cc(-c2cccnc2)nc2ccccc12
 : 93, 10, -3, -6, -2, -0.1, 0, -2, -0.4, -0.1
O=C(Nc1ccc2c(c1)OCO2)C(c1ccc(Cl)cc1)N1CCN(C(=O)c2ccco2)CC1 (stereo not drawn)
 : 102, 11, -2, 1, 14, 0.4, 1, -1, 0.0, 0.0

Screens (PubChem BioAssay)
